CRFR2-BP ag – agonists of CRF-BP/CRF-R2 complex, primary screen, cell-based, HEK293, calcium dye fluorescence, uHTS; calcium dye fluorescence (FLIPR); percent of saturating CRF peptide response; activation, % at 13.2 µM; 350,000 tested, 0.46% active;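 active = activation of at least 50%, plus an integration ratio under a set limit after plate pattern correction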;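 note: plate controls were neutral control wells without compound for no effect and CRF at EC100 for full effect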
CHRM4 PAM – human M4 muscarinic receptor positive allosteric modulators, primary screen, CHO-K1 cells, Fluo-8 calcium fluorescence. Muscarinic acetylcholine receptor M4 (Homo sapiens), P08173. CHO-K1 hM4/Gqi5, ACh EC20; 0% = ACh EC20, 100% = maximal ACh. activation, % at 3 µM. 360,000 tested, 0.4% active. AID 624126, 2012;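 active = activation above its plate's cutoff, the mean activation of sample wells plus 3 SD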; note: some results filed as inactive read as strong as hits
M4 antag – human M4 muscarinic receptor antagonists, primary screen, CHO cells, Fluo-8 calcium fluorescence; 360,000 tested, 0.73% active; inhibition, % at 3 µM; CHO-hM4 cells, ACh EC80; Muscarinic acetylcholine receptor M4 (Homo sapiens), P08173;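 active = inhibition above its plate's cutoff, the mean inhibition of sample wells plus 3 SD, cut at about 27% in these data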;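 note: 0% = acetylcholine EC80 with DMSO and 100% = DMSO without agonist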
M5 PAM – human M5 muscarinic receptor positive allosteric modulators, primary screen, CHO-K1 cells, Fluo-8 calcium fluorescence; activation, % at 3 µM; 360,000 tested, 0.3% active; Muscarinic acetylcholine receptor M5 (Homo sapiens), P08912; CHO-K1 hM5, ACh EC20 PAM; 0% = ACh EC20, 100% = ACh EC100; AID 624038, 2012;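 active = activation above the run cutoff, the mean activation of all test compounds plus 3 SD, cut at about 18% in these data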
Target sequence (P08912 whole entry, looked up): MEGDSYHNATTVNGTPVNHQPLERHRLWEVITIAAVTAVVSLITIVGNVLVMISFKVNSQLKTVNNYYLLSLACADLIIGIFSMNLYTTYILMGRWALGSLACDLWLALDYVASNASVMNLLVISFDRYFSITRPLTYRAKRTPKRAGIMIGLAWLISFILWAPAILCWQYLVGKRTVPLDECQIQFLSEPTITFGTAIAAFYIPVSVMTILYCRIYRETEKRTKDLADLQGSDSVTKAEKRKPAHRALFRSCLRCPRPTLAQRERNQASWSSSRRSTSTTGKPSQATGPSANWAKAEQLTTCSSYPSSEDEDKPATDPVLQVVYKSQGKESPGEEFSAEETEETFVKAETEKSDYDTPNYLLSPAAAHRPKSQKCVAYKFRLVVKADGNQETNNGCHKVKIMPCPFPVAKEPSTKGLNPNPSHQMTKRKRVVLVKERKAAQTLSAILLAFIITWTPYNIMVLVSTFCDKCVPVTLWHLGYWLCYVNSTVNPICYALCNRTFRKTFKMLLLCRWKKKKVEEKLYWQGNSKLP
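Measured by: Fluo-8 calcium fluorescence; material: human M5 receptor in CHO-K1 cells; schedule: Post-acetylcholine fluorescence recording 140 s; benchmarks: low control EC20 acetylcholine (0%), high control EC100 acetylcholine (100%); read-out: Max/basal fluorescence ratio as % of EC20–EC100 ACh window; compound: single dose, 3 µM nominal final test concentration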
M5 antag – human M5 muscarinic receptor antagonists, primary screen, CHO cells, Fluo-8 calcium fluorescence | AID 624040, 2012 | inhibition, % at 3 µM | 360,000 tested, 0.59% active | CHO-hM5 cells, ACh EC80;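 active = inhibition above a per-plate cutoff, the mean of that plate's test compounds plus 3 SD, cut at about 27% in these data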;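 note: 0% = acetylcholine EC80 with DMSO and 100% = DMSO without agonist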
CRFR2-BP antag – antagonists of CRF-BP/CRF-R2 complex, primary screen, cell-based, HEK293, calcium dye fluorescence, uHTS; CRF-induced calcium fluorescence; inhibition, % at 11.8 µM; 350,000 tested, 0.59% active; AID 588475, 2011;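 active = inhibition of the ligand-induced calcium signal above about 50% at the single tested concentration, limit read from the data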
CHRM4 agonist – human M4 muscarinic receptor agonists, primary screen, CHO-K1 cells, Fluo-8 calcium fluorescence; Muscarinic acetylcholine receptor M4 (Homo sapiens), P08173; CHO-K1 hM4/Gqi5; vehicle 0%, full acetylcholine response 100%; activation, % at 3 µM; 360,000 tested, 0.14% active; AID 624127, 2012;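 active = activation above the run mean over all test wells plus 3 SD, cut at about 32% in these data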;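 note: peak over basal fluorescence ratio per well then scaled between controls; 0% = DMSO wells and 100% = acetylcholine at EC100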
CHRM5 agonist – human M5 muscarinic receptor agonists, primary screen, CHO-K1 cells, Fluo-8 calcium fluorescence; Muscarinic acetylcholine receptor M5 (Homo sapiens), P08912; CHO-K1 hM5 cells; 0% DMSO wells, 100% maximal acetylcholine response; activation, % at 3 µM; 360,000 tested, 0.19% active; AID 624037, 2012;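 active = activation above the run's mean over test compounds plus 3 SD, cut at about 23% in these data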;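 note: signal is peak over basal fluorescence ratio across the kinetic read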
M1 PAM – human M1 muscarinic receptor positive allosteric modulators, primary screen, CHO-K1 cells, Fluo-8 calcium fluorescence, 1536-well | CHO-K1 hM1, ACh EC20; 0% = ACh EC20, 100% = maximal ACh | activation, % at 3 µM | 360,000 tested, 0.088% active; in the data active = activation above about 19%, passing the limit was not always enough
Target sequence (P11229 whole entry, looked up): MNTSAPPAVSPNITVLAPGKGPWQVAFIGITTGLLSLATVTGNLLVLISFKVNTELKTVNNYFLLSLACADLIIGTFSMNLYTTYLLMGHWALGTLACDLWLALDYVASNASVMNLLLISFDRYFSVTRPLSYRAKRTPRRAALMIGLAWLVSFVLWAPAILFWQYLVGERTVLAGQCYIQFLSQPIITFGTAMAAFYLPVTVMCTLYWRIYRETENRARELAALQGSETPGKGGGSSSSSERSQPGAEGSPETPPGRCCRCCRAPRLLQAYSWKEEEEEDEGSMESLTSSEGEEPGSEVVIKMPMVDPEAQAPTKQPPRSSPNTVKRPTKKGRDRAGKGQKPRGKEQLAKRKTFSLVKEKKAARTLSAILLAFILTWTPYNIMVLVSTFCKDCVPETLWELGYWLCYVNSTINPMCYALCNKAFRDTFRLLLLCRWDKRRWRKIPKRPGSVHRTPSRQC
Starred values were filed as active, the others as inactive; & = joins results of further samples. Compounds as they come; any-hit rate near 2.6%.

Second line of a record – CRFR2-BP ag	CHRM4 PAM	M4 antag	M5 PAM	M5 antag	CRFR2-BP antag	CHRM4 agonist	CHRM5 agonist	M1 PAM
CC1(C)Cc2c(cnn2-c2ccccc2)C(NC(=O)CCCN2CCCCC2=O)C1 (configuration not stated)
    0.7	3	-4	-3	12	1	0	0	13
O=C(OCC1CC(c2ccccc2)=NO1)c1ccc(Br)cc1 (configuration not stated)
    -2.3	0	1	4	-4	24	0	2	4
Cc1ccc(-c2ccc(CCC(=O)O)n2NC(N)=S)cc1
    -0.3	6	-3	3	-6	5	1	1	13
COc1ccc(-c2nc(SC(CC(=O)NCCO)c3cccs3)n[nH]2)cc1 (configuration not stated)
    -0.7	0	0	10	-2	9	0	-2	-28
CCN(CC)CCn1cnc2c([nH]c3cccc(OC)c32)c1=O
    -1.8	-3	-1	-7	-1	2	1	-3	0
CC(=O)c1nn(-c2ccc(Cl)cc2)cc1C(=O)c1ccccc1
    0.3	-7	8	-3	8	-10	0	2	0
O=C(CSc1nc(-c2ccccc2Cl)ns1)c1ccc(Cl)cc1
    3.9	-4	7	-2	-1	6	0	-2	-2
OC1(c2cccnc2)CCN(Cc2nnnn2Cc2ccccc2)CC1
    1.7	1	-5	0	6	1	1	1	8
COc1cc(C2(O)CCCCC2C)cc(OC)c1OC (configuration not stated)
    -1.0	18	-8	10	-8	-20	1	-2	8
CCCCc1cc(=O)oc2cc(OC3CCCCC3=O)ccc12 (configuration not stated)
    -1.4	-4	-23	-1	-4	-9	1	-5	2
CCOc1ccc(OCCC(=O)N2CCc3cc(OC)c(OC)cc3C2)cc1
    -0.1	-6	-1	-2	5	15	3	-1	2
Cc1cn(CC2COC(C)(C)O2)c(=O)[nH]c1=O (configuration not stated)
    -1.3	6	0	3	2	8	0	-7	5
Cc1cccc(N/N=C2/COC(C)(C)CC2=O)c1
    -1.9	1	8	-3	1	12	5	1	-10
CCOc1cc(CNCCO)c(Cl)cc1OCC(=O)NCCc1ccccc1
    -0.7	3	-6	-1	7	6	1	-2	7
Cc1ccc2c(C)c(C(=O)NCC(C)(C)N3CCOCC3)oc2c1C
    0.5	-5	6	-1	10	-11	0	-4	0
Cc1ccc(C(=O)Nc2cccc(C(F)(F)F)c2)cc1NC(=O)c1nccnc1N
    0.5&-0.1	-1&-1	-2&10	8&-4	-5&9	5&2	1&0	1&1	-2&4
COc1ccc(CCC(=O)c2ccc(OC)cc2)cc1
    -4.2	-2	0	-1	11	11	0	-3	16
CCOC(=O)c1sc(N2C(=O)C(O)=C(C(=O)c3ccco3)C2c2ccc([N+](=O)[O-])cc2)nc1C (configuration not stated)
    2.0	-3	8	-8	5	10	0	-4	5
Cc1cc(C(=O)COC(=O)Cc2c(F)cccc2Cl)c(C)n1C
    -0.3	0	-12	-1	-4	-3	1	0	8
CCN1C(=O)C(CC(=O)Nc2ccc(OC)cc2)N(Cc2ccc(OC)c(OC)c2)C1=S (configuration not stated)
    0.6	-6	16	2	0	-8	1	1	3

Whole records as entered above:
CCN1C(=O)C(CC(=O)Nc2ccc(OC)cc2)N(Cc2ccc(OC)c(OC)c2)C1=S (configuration not stated) reads CRFR2-BP ag = 0.6; CHRM4 PAM = -6; M4 antag = 16; M5 PAM = 2; M5 antag = 0; CRFR2-BP antag = -8; CHRM4 agonist = 1; CHRM5 agonist = 1; M1 PAM = 3
CC1(C)Cc2c(cnn2-c2ccccc2)C(NC(=O)CCCN2CCCCC2=O)C1 (configuration not stated) reads CRFR2-BP ag = 0.7; CHRM4 PAM = 3; M4 antag = -4; M5 PAM = -3; M5 antag = 12; CRFR2-BP antag = 1; CHRM4 agonist = 0; CHRM5 agonist = 0; M1 PAM = 13

Further structures:
Second line of a record – CRFR2-BP ag	CHRM4 PAM	M4 antag	M5 PAM	M5 antag	CRFR2-BP antag	CHRM4 agonist	CHRM5 agonist	M1 PAM
CC(C)CNc1nc(Oc2ccc(=O)[nH]n2)nc(N2CCOCC2)n1
    0.1	0	6	6	-7	14	3	1	9
Cn1c(-n2c(-c3ccco3)nc3ccccc3c2=O)nc2ccccc21
    -1.6	-6	-3	0	1	-1	5	0	4
O=C(C1CCCO1)N1CCN(Cc2nc3ccccc3c(=O)[nH]2)CC1 (configuration not stated)
    -0.7	-2	7	6	-6	5	1	2	5
O=c1nc2cccc3c2=c(/c1=C(\O)c1ccccc1)c1ccccc1c3=O
    0.1	-3	-7	5	-11	-39	2	-2	0
CN(C1CCCCC1)S(=O)(=O)c1ccc(SCC(=O)NC(C)(C)C)nc1
    -1.5	4	-4	-3	0	3	2	3	-4
C=C(C)CSc1nc2c(c(=O)[nH]c(=O)n2C)n1CCC(C)C
    -1.9	3	-8	-3	1	-21	3	-1	-7
CCCCn1c2c(cc(C(=O)OC)c1=O)C(=O)CCC2
    -1.2	-1	-2	-2	6	-2	-1	0	0
COc1ccc(C(CC(=O)Nc2cc([N+](=O)[O-])ccc2OC)c2ccccc2)cc1 (configuration not stated)
    -1.2	-5	-11	-10	8	20	6	-3	-11
CC(C)(C)c1cc(CN2CCCC(O)C2)c(O)c(C(C)(C)C)c1 (configuration not stated)
    0.8	-17	6	-6	-4	-27	-2	-6	-4
COCCNc1oc(-c2ccco2)nc1S(=O)(=O)c1ccccc1
    -0.1	5	11	2	19	3	0	-4	12
CCSC1=C(C#N)C(c2ccccc2OC)CC(=O)N1 (configuration not stated)
    -1.7	-3	10	0	7	7	-1	1	20
COc1cccc(CSc2nc3ccncc3[nH]2)c1
    0.6	-3	2	0	3	17	1	-2	5
O=C(Nc1ccc(-c2nc3ccccc3[nH]2)cc1)C1CCCN(Cc2ccn[nH]2)C1 (configuration not stated)
    -1.4	2	-2	-1	4	4	0	-1	12
CCOC(=O)C(=COC(=O)c1ccccc1)NC(=O)Cc1ccccc1
    -0.8	2	-10	12	2	16	0	4	3
CCOC(=O)C1=C(C)Nc2ncnn2C1/C=C/c1ccccc1 (configuration not stated)
    -4.3	3	0	0	-2	-46	0	-1	7
O=C(CCc1ccncc1)NC1CCCc2c1cnn2-c1cc(F)cc(F)c1 (configuration not stated)
    4.9	-4	4	-4	15	-11	3	-8	11
CCCC(NC(=O)CCc1c(C)c2cc3c(-c4ccccc4)coc3cc2oc1=O)C(=O)O (configuration not stated)
    1.3	-1	1	0	5	7	1	-5	13
CC(C)(O)C#CC#CCN1CCOCC1
    2.1	4	1	3	1	0	1	2	6
O=C(OCC(=O)N1CCCC1=O)c1cc(S(=O)(=O)N2CCOCC2)ccc1F
    -0.3	5	-6	1	-1	-4	-1	1	4
Cc1cccc(OCCCOc2cccc3cccnc23)c1C
    -0.2	-2	15	1	3	1	3	-4	2

A few values from above.
`CC(C)(C)c1cc(CN2CCCC(O)C2)c(O)c(C(C)(C)C)c1` (configuration not stated) in M1 PAM = -4
`COc1cccc(CSc2nc3ccncc3[nH]2)c1` in CHRM4 agonist = 1
`COc1ccc(C(CC(=O)Nc2cc([N+](=O)[O-])ccc2OC)c2ccccc2)cc1` (configuration not stated) in M5 antag = 8
`CCOC(=O)C1=C(C)Nc2ncnn2C1/C=C/c1ccccc1` (configuration not stated) in M5 antag = -2
`COCCNc1oc(-c2ccco2)nc1S(=O)(=O)c1ccccc1` in CHRM5 agonist = -4
`CCOC(=O)C(=COC(=O)c1ccccc1)NC(=O)Cc1ccccc1` in CHRM4 agonist = 0

Later entries:
canonical_smiles	CRFR2-BP ag	CHRM4 PAM	M4 antag	M5 PAM	M5 antag	CRFR2-BP antag	CHRM4 agonist	CHRM5 agonist	M1 PAM
CCOC(=O)c1c(NC(=O)C2CCCCC2)sc2c1CCN(CC)C2	2.9	2	-14	-8	4	-25	1	1	5
O=C(Nc1ccc(N2CCCCC2)c(Cl)c1)c1ccc(N2CCOCC2)c([N+](=O)[O-])c1	-1.7	0	5	-4	-4	-29	0	1	-3
CCC1CCCCN1C(=O)COC(=O)c1ccc(Br)o1 (configuration not stated)	0.3	-3	7	-5	15	14	-1	2	-10
COc1ccc2nc(SCC(=O)NN)cc(C)c2c1	-1.0	3	0	-1	-2	-1	-1	0	11
O=C(c1cnn2c(C(F)F)cc(-c3ccccc3)nc12)N1CCN2CCCC2C1 (configuration not stated)	5.2	-6	2	2	-8	15	0	-6	1
c1coc(Cn2nnnc2CN2CCN(C3CCCC3)CC2)c1	1.2	7	-3	12	6	-9	0	-10	9
COc1cccc(NC(=O)CSc2nnc(COc3ccc4c(c3)CCCC4)o2)c1	3.2	-2	-5	3	-2	3	1	-4	-6
O=C(O)CSc1ncnc2c1sc1nc(-c3ccccc3)c3c(c12)CCC3	-0.6	0	1	2	2	26	1	5	2
Cc1cc2oc(=O)cc(CN3CCC(C)CC3)c2cc1Cl	0.5	0	-7	6	-6	-19	-1	-12	6
CC(C)(CCc1ccccn1)C(=O)CCCc1ccccn1	-0.5	-3	4	5	10	1	3	-8	-1

(further entries)
canonical_smiles	CRFR2-BP ag	CHRM4 PAM	M4 antag	M5 PAM	M5 antag	CRFR2-BP antag	CHRM4 agonist	CHRM5 agonist	M1 PAM
CNC(=O)C[C@H]1C(=O)N(CCc2ccccc2)C[C@@H]1C	-2.1	4	0	4	0	4	0	2	-1
O=C(c1cnc2ccccc2n1)N1CCN(c2ccc(C(F)(F)F)cn2)CC1	-1.3	1	-7	-8	3	1	10	-14	-2
O=C(COC(=O)c1cnccn1)c1ccc2c(c1)CCCC2	-1.1	3	-8	8	-2	0	1	-1	3
Cc1ccccc1OCC1CNC(=O)O1 (configuration not stated)	-0.4	15	1	5	-4	-11	2	-2	10
Cc1ccc(-n2nnnc2SCC(=O)Nc2ccc3c(c2)COC3=O)cc1C	-1.3	-2	-1	-5	5	4	2	2	-2
Cc1cccc(N(CC(=O)NC2CCCC2)C(=O)CS(=O)CC(=O)Nc2ccc3c(c2)OCO3)c1C (configuration not stated)	-4.0	7	-10	1	-1	-6	0	-1	5
O=C(c1ccccc1-c1ccccc1)N1CCN(c2ccccn2)CC1	-3.8	-3	-1	-8	2	-19	1	-8	-7
CN(CC(=O)Nc1ccc(F)cc1)CC(=O)N1CCCCC1	-2.3	-2	6	2	-7	15	0	1	2

High-throughput results deposited in PubChem by several laboratories.
